Bioassay records from PubChem BioAssay.
P. falciparum M17LAP – P. falciparum M17LAP inhibitors, primary screen, biochemical, fluorogenic H-Leu-NHMec substrate, 1536-well (AID 1619) | recombinant M17LAP, H-Leu-NHMec fluorogenic kinetic assay; higher % means a stronger effect | one-dose inhibition, % at 30 µM; IC50 in µM for titrated hits | hit rate 0.38% among 220,000;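 active means compound inhibiting the enzyme by more than half at any dose during confirmatory dose-response retesting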;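 further: plate controls were full reaction with DMSO carrier for no effect and no enzyme background for full effect; strong numbers were not always called active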
M1AAP inhibition – P. falciparum M1AAP inhibitors, biochemical, fluorogenic H-Leu-NHMec substrate, 1536-well (AID 1445) | recombinant M1AAP, H-Leu-NHMec fluorogenic kinetic assay; higher % means a stronger effect | one-dose inhibition, % at 30 µM; IC50 in µM for titrated hits | hit rate 0.42% among 220,000;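 active means primary inhibition above the hit cutoff, then over 50% inhibition at one or more dose response concentrations, cut at about 23% in these data, passing the limit was not always enough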;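 further: plate controls were DMSO full reaction for no effect and no enzyme background for full effect; strong numbers were not always called active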
West Nile virus CPE – inhibition of WNV-induced cytopathic effect – cell-based, CPE readout (AID 1621); West Nile virus-infected cells, CPE inhibition; higher % means a stronger effect; CPE inhibition, % at 10 µM; hits with a dose series show IC50 in µM; hit rate 0.02% among 290,000; in the data active means a potency from the dose series; further: strong numbers were not always called active
TNAP activators – stimulation of alkaline phosphatase TNAP activity – biochemical, luminescent, no phosphate acceptor, uHTS, primary screen (AID 1001). purified TNAP, luminescent activation assay, no phosphate acceptor; higher activation fold means a stronger effect. one-dose activation fold at 20 µM; EC50 in µM for titrated hits. hit rate 0.03% among 200,000; in the data active means activation fold from about 3, or a potency from the dose series; inactive means the rest, 99 in 100 with activation fold below about 1.6; further: many of its hits are not listed in these tables
RSV CPE inhibition – inhibition of RSV-induced cytopathic effect – HEp-2 cells, primary 10 µM value included (AID 2391) | hit rate 0.13% among 310,000 | CPE inhibition, % at 10 µM, or IC50 in µM where a hit was titrated | HEp-2 cells, RSV-induced CPE inhibition; higher % means a stronger effect; in the data active means a potency from the dose series; further: strong numbers were not always called active
PMI inhibitors – inhibitors of human PMI, primary screen, biochemical, fluorescence intensity, coupled assay (AID 1209) | inhibition, % at 20 µM, or IC50 in µM where a hit was titrated | hit rate 0.42% among 190,000 | purified PMI enzyme, coupled fluorescence intensity; higher % means a stronger effect;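 further: plate controls were DMSO vehicle for no effect and wells lacking substrate for full effect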
T cell HTS – T cell immune modulation candidate; calls only at 7 µM; hit rate 0.068% among 330,000; 2C CD8+ T cell-vesicle binding, flow cytometry; active compounds read low;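 active means response, share of CD8 T cells binding vesicles, and their 90th percentile fluorescence all below set limits, cut at about 80% in these data, passing the limit was not always enough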
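Assay system: 2C TCR transgenic mouse naive CD8+ T cells, MACS-purified | Read-out: CD8+ gate FL2 mean fluorescence as % of same-row positive control | Signal: High-throughput flow cytometry with anti-B7-1 and anti-CD8 staining | Timing: Binding step 1.5 h, 37 °C, antibody labelling 20 min, ice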
human PMI inhibitors – MPI inhibition at elevated mannose 6-phosphate – biochemical, fluorescence intensity, high mannose 6-phosphate, primary screen (AID 1220). inhibition, % at 20 µM; hits with a dose series show IC50 in µM. recombinant PMI enzyme, coupled fluorescence intensity; higher % means a stronger effect. hit rate 0.66% among 190,000
UTI89 phage lysis – inhibition of K1F phage lysis, E. coli UTI89, bacterial capsule biogenesis inhibitors, alamar blue (AID 488966) | E. coli UTI89 K1F phage lysis, alamar blue, 2 h; higher % means a stronger effect | one-dose inhibition, % at 100 µM; IC50 in µM for titrated hits | hit rate 0.02% among 340,000;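 active means phage lysis inhibition, versus mean bacterial control, above a set limit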;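 further: capsule biogenesis inhibitors block K1F phage lysis so surviving cells raise fluorescence; higher fluorescence means more inhibition of phage lysis; actives were called in the ten point dose series up to 300 µM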
T cell HTS vesicle-bound % – also measured in T cell HTS; calls as there; double positive events, %; measured here: CD8+ vesicle-bound cell fraction;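 binding gate set so that unloaded-vesicle control wells show 10% double positive cells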
* = called active by the depositor; i = inactive; · = no result given; [ ] = remark or other dose. Unless noted, no stated cut-off is given here; in the data, active means inhibition above about 50%; inactive means the rest.

Fields: P. falciparum M17LAP	M1AAP inhibition	West Nile virus CPE	TNAP activators	RSV CPE inhibition	PMI inhibitors	T cell HTS	T cell HTS vesicle-bound %	human PMI inhibitors	UTI89 phage lysis
NC(=O)CSc1nnc(-c2ccccn2)n1Cc1ccco1
    -5%	6%	0.5%	·	0.7%	·	i	50	·	0.4%
S=C(c1ccccc1)N1CCSCC1
    ·	·	-0.1%	·	-0.2%	·	i	27	·	0.1%
CCOC(=O)CN1C(=O)N(c2ccccc2OC)S(=O)(=O)c2ccccc21
    ·	·	-0.6%	·	1.0%	·	i	50	·	0.0%
O=C(Nc1ccccc1Cl)C1C(c2ccccc2)C1(Cl)Cl (stereo not drawn)
    ·	·	-0.9%	·	10%	·	i	59	·	-1.9%
CC(C)(C)c1ccc(S(=O)(=O)N2CCC(N3CCCCC3)CC2)cc1
    ·	·	-1.3%	·	0.1%	·	i	28	·	0.7%
CC(=O)c1c(C(C)=O)c(C)n(-c2ccc(N)cc2)c1C
    9%	4%	·	1.1	0.6%	0%	i	33	-1%	0.9%
CCOC(=O)c1c(SCc2ccccc2)n[nH]c1N
    ·	·	-0.4%	·	-0.9%	·	i	42	·	-0.1%
CCO[C@@H]1OC(C(=O)N2CCCCCCC2)=C[C@H](c2ccc(C(F)(F)F)cc2)[C@H]1CCCO
    -2%	3%	·	1	-2.8%	6%	i	27	0%	1.3%
Clc1ccc(NC2=NCCC2)cc1Cl
    9%	6%	-0.1%	1.1	-0.2%	-7%	i	44	3%	0.9%
O=C(CNC(=O)c1ccccc1)NCC(=O)OCC(=O)c1ccccc1
    1%	1%	0.4%	1.1	0.5%	-12%	i	58	-10%	1.6%
CCOc1ccc(-n2c(COc3ccccc3)nnc2SCC(N)=O)cc1
    -3%	2%	0.9%	1.1	0.2%	1%	i	24	7%	2.6%
O=C(CCC1CCCCC1)Nc1nncs1
    ·	·	1.2%	·	4.0%	·	i	50	·	7.9%
O=C(c1cccc(Cl)c1)N(Cc1cccs1)C1CCS(=O)(=O)C1 (stereo not drawn)
    -1%	-3%	-1.5%	1	1.0%	-2%	i	36	8%	1.5%
Cc1cc2nc(SC(C)C(=O)O)[nH]c2cc1C (stereo not drawn)
    19%	0%	1.1%	0.7	1.1%	-2%	i	50	0%	0.4%
OCCC1CN(Cc2ccc(F)cc2)CCN1CCc1ccccc1 (stereo not drawn)
    ·	·	-0.8%	·	-1.4%	·	i	31	·	-2.4%
Cc1ccc(C)c(NC(=O)CSc2nnc(CNC(=O)c3ccco3)n2C)c1
    ·	·	-0.1%	·	1.6%	·	i	18	·	0.1%
C#CCOCCOCCOCCNc1nc(N2CCN(C(=O)Cn3cc(CCO)nn3)CC2)nc(N2CCN(C(=O)[C@H](C(C)C)n3cc(CCO)nn3)CC2)n1
    5%	9%	1.0%	1.1	0.7%	-38%	i	15	-34%	1.3%
N#CCC(=O)N1CCn2c1nc1ccccc12
    5%	4%	0.9%	1	0.8%	13%	i	54	17%	0.4%
CCCn1c(SC(C)C(=O)NCC2CCCO2)nc2sc(CC)cc2c1=O (stereo not drawn)
    ·	·	-0.2%	·	3.6%	·	i	64	·	0.1%
CCc1ccc(NC(=S)Nn2cnnc2)cc1
    -3%	14%	-0.7%	1.1	0.7%	54%*	i	47	32%	0.1%
O=C1C2C3CCC(C3)C2C(=O)N1CNc1ccccc1 (stereo not drawn)
    16%	5%	0.2%	1.2	-0.3%	10%	i	38	-1%	1.9%
COc1cc2[nH]c(=S)n(NC(=O)CC(C)C)c(=O)c2cc1OC
    47%	5%	0.3%	1.1	0.1%	17%	i	39	8%	0.0%
Cn1cc([N+](=O)[O-])c(C(=O)Nc2ccc(-c3nc4ccccc4o3)cc2)n1
    ·	·	0.1%	·	12%	·	i	30	·	0.3%
CC(C)(C)CN1C(=O)C(=O)NC[C@H]1Cc1cccc2ccccc12
    -3%	6%	-0.5%	·	0.0%	·	i	49	·	0.1%
CC(C)(C)OC(=O)N1CCC[C@@H]1C(=O)N1CCC(C(=O)O)CC1
    15%	-2%	-0.1%	1.1	1.4%	-9%	i	12	-6%	1.1%
CC(C)c1ccccc1OCCNC(=S)NC(=O)c1cccnc1
    3%	5%	-0.9%	1	-0.9%	15%	i	34	13%	0.2%
CCOc1cc(/C=C(\C#N)C(=O)NCC2CCCO2)ccc1O (stereo not drawn)
    7%	12%	-1.1%	0.9	1.5%	0%	i	55	1%	2.2%[50 µM]
CC(=O)N1CCN(c2ccc(NC(=O)c3ccccc3Cl)cc2)CC1
    ·	·	-0.9%	·	-0.1%	·	i	37	·	0.3%
COc1ccc(Nc2nc3ccccc3nc2NS(=O)(=O)c2cccs2)cc1
    9%	10%	-0.1%	1.1	4.2%	9%	i	33	9%	0.0%
COc1ccc(C2Oc3ccccc3N2C(C)=O)cc1 (stereo not drawn)
    -4%	7%	0.2%	1.2	0.9%	-2%	i	40	0%	0.3%

Printed as active in PMI inhibitors, of those listed so far:
SMILES	P. falciparum M17LAP	M1AAP inhibition	West Nile virus CPE	TNAP activators	RSV CPE inhibition	PMI inhibitors	T cell HTS	T cell HTS vesicle-bound %	human PMI inhibitors
CCc1ccc(NC(=S)Nn2cnnc2)cc1	-3%	14%	-0.7%	1.1	0.7%	54%*	i	47	32%

Next section
Fields: P. falciparum M17LAP	M1AAP inhibition	West Nile virus CPE	TNAP activators	RSV CPE inhibition	PMI inhibitors	T cell HTS	T cell HTS vesicle-bound %	human PMI inhibitors	UTI89 phage lysis
N=c1c(S(=O)(=O)c2ccc(Br)cc2)cc2c(=O)n3ccccc3nc2n1Cc1ccco1
    ·	·	2.7%	·	0.8%	·	i	19	·	0.1%
COc1cccc(CC(=O)N2CCC(n3nccc3NC(=O)C3CC3)CC2)c1
    ·	·	0.2%	·	1.3%	·	i	64	·	-0.2%
COc1ccc(/C=C(\NC(=O)c2ccc([N+](=O)[O-])cc2)C(=O)NCCCn2ccnc2)cc1
    ·	·	0.0%	·	-0.6%	·	i	49	·	0.2%
Cc1ccc(S(=O)(=O)N(CC2CO2)c2ccccc2[N+](=O)[O-])cc1 (stereo not drawn)
    16%	-5%	-0.6%	1.1	0.0%	·	i	46	·	0.9%
CCc1nc(NCCC(C)C)c2nnn(Cc3ccccc3)c2n1
    ·	·	-1.8%	·	8.0%	·	i	32	·	-0.7%
O=c1cc(Cl)[nH]c(=O)n1Cc1ccccc1
    ·	·	0.4%	·	1.9%	·	i	49	·	-0.2%
O=C(Nc1ccc(N2CCOCC2)cc1)c1cccc(-n2cnnc2)c1
    ·	·	0.0%	·	1.5%	·	i	58	·	1.1%[50 µM]
CC1CC(C)(C)NC(=S)N1CCC(=O)N1CCN(Cc2ccccc2)CC1 (stereo not drawn)
    7%	5%	0.5%	1	1.2%	-18%	i	10	-9%	0.3%
O=C(Nc1cccc(NC(=O)c2nccc3ccccc23)c1)c1ccco1
    ·	·	·	1.1	10%	14%	i	11	11%	0.3%
O=C(COc1ccccc1F)Nc1cc(S(=O)(=O)N2CCOCC2)ccc1N1CCOCC1
    0%	1%	0.3%	1.1	0.8%	-1%	i	49	8%	-0.1%
C/C(CC(=O)Nc1cccc(C(F)(F)F)c1)=N\NC(=O)C1CCCCC1
    8%	8%	-0.6%	1.1	0.8%	14%	i	62	13%	1.2%
CCOC(=O)C1CCN(C(=O)CN(c2cc(OC)ccc2OC)S(=O)(=O)c2ccccc2)CC1
    5%	-2%	0.1%	1.2	-0.7%	-1%	i	26	0%	1.0%
CCOC(=O)c1nnc(-c2ccc(C)cc2)nc1Sc1ccccc1Cl
    1%	3%	0.2%	1	5.8%	17%	i	58	12%	0.2%
CN(C)/C=C/C(=O)c1cnc(-c2ccccc2)s1
    32%	13%	-0.1%	1.1	-0.2%	-2%	i	42	-1%	-1.5%
CC(C)Oc1cc(NC(=O)CSCC(=O)Nc2cccc(C(F)(F)F)c2)c(Cl)cc1Cl
    8%	7%	0.5%	1	1.8%	10%	i	26	-2%	-0.1%
Cc1nn2c(NCCCn3ccnc3)cc(C(C)C)nc2c1-c1ccccc1
    1%	3%	-1.3%	·	13%	·	i	12	·	-0.1%
C=CCNC(=O)CSc1ccc(Cl)cc1
    12%	3%	-0.2%	1.1	0.0%	1%	i	31	2%	0.7%
CCN1CCCC1CNC(=O)c1cc2c(=O)n(C)c3ccccc3c2n1C (stereo not drawn)
    7%	12%	-0.1%	1.1	-1.5%	9%	i	48	8%	-4.6%
CN(C1CCCC1)C1CCN(C(=O)CNC(=O)/C=C/c2cccc(C(F)(F)F)c2)CC1
    1%	3%	-1.0%	1.1	-1.3%	-5%	i	35	-6%	0.2%
COc1ccc(C(=O)COC(=O)C(CC(C)C)N2C(=O)c3ccccc3C2=O)cc1 (stereo not drawn)
    -10%	2%	0.6%	1	1.7%	4%	i	38	2%	0.2%
CN1CCN(C2=Cc3ccccc3Sc3cc(F)c(Cl)cc32)CC1
    -4%	-3%	-0.6%	1.1	-1.7%	-6%	i	33	-2%	-7.3%
CCn1c(O)c(/C=C2\C=Nc3ccccc32)sc1=O
    0%	-1%	-0.7%	0.9	8.3%	-4%	i	55	-5%	0.2%
CNC(=S)N/N=C/C1=CCC2CC1C2(C)C (stereo not drawn)
    8%	6%	-0.9%	1	1.5%	4%	i	7	-2%	0.4%[50 µM]
CC1Cc2ccccc2N1C(=O)CCn1c(=O)oc2ccccc21 (stereo not drawn)
    -6%	7%	-0.5%	1	0.9%	2%	i	15	1%	-0.3%
Cc1cc(C)nc(NS(=O)(=O)c2ccc(NC(=O)c3snnc3C)cc2)n1
    ·	·	0.5%	·	0.3%	·	i	8	·	-0.2%
O=[N+]([O-])c1ccc2c(c1N1CCCCC1)=NC1(CCCCC1)[N+]=2[O-]
    8%	16%	0.4%	·	3.7%	·	i	43	·	-0.3%
CC(C)C1N=C2c3ccccc3N=C(SCc3cc(=O)n4cc(Cl)ccc4n3)N2C1=O (stereo not drawn)
    11%	8%	1.4%	1	16%	10%	i	12	10%	-5.3%
CCc1ccc(C2C(C#N)=C(N)Oc3n[nH]c(CC(=O)OC)c32)cc1 (stereo not drawn)
    20%	9%	0.5%	0.9	0.8%	-7%	i	51	-2%	0.0%
COc1ccc(SC[C@H](Cc2ccccc2)N2CCN(CCc3ccccc3)CCC2=O)cc1
    -2%	1%	-0.5%	·	-2.0%	·	i	43	·	1.0%
COc1ccccc1N1CCN(Cc2ccsc2)CC1
    2%	11%	-0.7%	1.1	-1.2%	7%	i	41	0%	-0.8%
C=CCN=C1N[C@@H](c2ccccc2)C(C(=O)OC)=C(C)N1CC
    ·	·	-0.5%	·	-0.5%	·	i	21	·	0.6%
